Screening data: PubChem, several laboratories
NCOA2 inhibitor – human SRC2 (NCOA2) inhibition | 370,000 tested, 0.17% active | Q15596 | inhibition, % at 9 µM | HEK293 GAL4-SRC2 luciferase reporter, luminescence | AID 651957;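 active means inhibition above the mean inhibition of all tested compounds plus 3 SD, set per campaign, cut at about 52% in these data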;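 further: 0% = DMSO treated cells and 100% = cells given Gossypol at 36 µM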
NOD2 RIPK2 PPI – blocks binding of human NOD2 to RIPK2; O43353; CHO BLA complementation NOD2-RIPK2, CCF4 ratio; inhibition, % at 4.98 µM; 360,000 tested, 0.38% active; AID 624267; in the data active means inhibition above about 21%;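 further: 0% = vehicle only and 100% = reference blocker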
TROY signal inh – inhibitors of TROY-dependent NF-kB signaling. Q293 LMP1-TROYcd NF-kB luciferase reporter, 4 h. inhibition, % at 10 µM. 360,000 tested, 0.98% active. AID 1347056;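 active means compounds whose plate-normalised and pattern-corrected inhibition of the luciferase reporter signal at the single screening dose is 50% or more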
SRC3 inh – inhibitors of human steroid receptor coactivator 3 (SRC3); 360,000 tested, 0.17% active; HEK293 GAL4-SRC3 luciferase reporter, luminescence; Q9Y6Q9; inhibition, % at 3.6 µM;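 active means inhibition above a per-campaign cutoff, the mean of all compounds plus 3 SD, cut at about 60% in these data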;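 further: 0% = DMSO-treated cells and 100% = gossypol-treated cells at 36 µM; higher means less SRC3-driven luciferase light from the GAL4 reporter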
C8 TRAIL sens – caspase-8 TRAIL sensitization | 360,000 tested, 1% active | NB7+C8 cells + TRAIL, ATPlite viability luminescence | inhibition (viability loss, TRAIL sensitization), % at 10 µM;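 active means compounds causing at least 50% loss of cell viability in the single-dose screen, relative to plate controls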
TWEAK-Fn14 inh – TWEAK-Fn14 signaling inhibition; inhibition, % at 10 µM; AID 1159606; TWEAK-stimulated Fn14 reporter cells, luciferase luminescence, 8 h; 360,000 tested, 2% active; in the data active means inhibition above about 50%
COUP-TFII inh – NR2F2 (human) inhibition, primary screen; P24468; HEK293T NGFI-A luciferase reporter, luminescence; inhibition, % at 8.6 µM; 370,000 tested, 0.7% active;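 active means inhibition above a per-plate cutoff, mean inhibition of test wells between control levels plus 3 SD, cut at about 38% in these data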;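 further: cells cotransfected with COUP-TFII expression vector driving the NGFI-A reporter; 0% = median of COUP-TF2 test wells and 100% = reporter-only cells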
Target sequence (P24468 whole entry, looked up): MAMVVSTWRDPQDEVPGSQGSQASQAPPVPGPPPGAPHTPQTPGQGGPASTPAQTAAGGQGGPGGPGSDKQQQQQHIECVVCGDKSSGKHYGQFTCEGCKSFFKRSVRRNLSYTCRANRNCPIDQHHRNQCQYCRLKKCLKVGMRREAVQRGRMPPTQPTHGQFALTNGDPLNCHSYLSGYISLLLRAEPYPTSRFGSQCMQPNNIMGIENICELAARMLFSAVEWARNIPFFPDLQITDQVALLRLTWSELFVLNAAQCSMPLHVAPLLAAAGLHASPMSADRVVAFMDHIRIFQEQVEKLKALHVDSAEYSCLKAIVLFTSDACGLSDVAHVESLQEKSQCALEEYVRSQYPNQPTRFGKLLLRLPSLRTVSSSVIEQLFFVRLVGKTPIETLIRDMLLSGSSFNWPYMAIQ
TLR9-MyD88 block – inhibitors of human TLR9-MyD88 binding; CHO BLA complementation TLR9-MyD88, CCF4 FRET ratio; inhibition, % at 4.98 µM; 340,000 tested, 0.21% active;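 active means inhibition above the mean over all tested compounds plus 3 SD, cut at about 21% in these data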;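 further: 0% = DMSO only wells and 100% = clavulanate BLA inhibitor control wells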
SRC1 inh – inhibits human SRC1 coactivator; Q15788; HEK293 GAL4-SRC1 luciferase reporter, luminescence; inhibition, % at 3.6 µM; 360,000 tested, 0.12% active; AID 588354;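 active means inhibition above the campaign mean plus 3 SD, with each screening campaign given its own cutoff, cut at about 60% in these data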;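 further: 0% = DMSO treated cells and 100% = gossypol at 36 µM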
LMP1 NFkB inh – Epstein-Barr LMP1 NF-kappaB reporter inhibition; inhibition, % at 12.5 µM; AID 504558; LMP1-induced NF-kappaB luciferase reporter cells, luminescence; 350,000 tested, 0.69% active; in the data active means inhibition above about 41%;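 further: 0% = neutral control wells and 100% = reference inhibitor control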
NR5A2 inv ag – NR5A2 inverse agonism in reporter assay. O00482. inhibition, % at 3.6 µM. HEK293T StAR-luciferase reporter, LRH-1 transfected, 24 h. 360,000 tested, 0.13% active. AID 602396;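 active means inhibition above the mean inhibition of all tested compounds plus 3 SD, cut at about 73% in these data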;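 further: 0% = DMSO wells and 100% = reporter-only cells lacking LRH-1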
Target sequence (O00482 whole entry, looked up): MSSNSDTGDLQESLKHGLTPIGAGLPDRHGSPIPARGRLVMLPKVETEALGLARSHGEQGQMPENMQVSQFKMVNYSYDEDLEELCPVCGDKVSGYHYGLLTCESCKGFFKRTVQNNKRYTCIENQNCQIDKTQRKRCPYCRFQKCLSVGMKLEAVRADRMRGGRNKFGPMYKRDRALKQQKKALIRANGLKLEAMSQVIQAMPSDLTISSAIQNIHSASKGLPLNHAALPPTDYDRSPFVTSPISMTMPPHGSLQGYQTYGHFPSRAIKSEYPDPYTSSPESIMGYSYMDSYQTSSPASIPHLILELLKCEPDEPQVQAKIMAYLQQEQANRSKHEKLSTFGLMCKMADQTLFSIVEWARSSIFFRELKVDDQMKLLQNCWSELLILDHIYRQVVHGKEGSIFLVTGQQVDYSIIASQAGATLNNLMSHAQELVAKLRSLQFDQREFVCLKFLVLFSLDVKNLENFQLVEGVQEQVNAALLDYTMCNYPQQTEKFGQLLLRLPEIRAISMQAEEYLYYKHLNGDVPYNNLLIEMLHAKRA
* hit, by the source's call; . = no result given.

SMILES	NCOA2 inhibitor	NOD2 RIPK2 PPI	TROY signal inh	SRC3 inh	C8 TRAIL sens	TWEAK-Fn14 inh	COUP-TFII inh	TLR9-MyD88 block	SRC1 inh	LMP1 NFkB inh	NR5A2 inv ag
CCC(C)OC(=O)c1cc(C)nc2c(Br)cc(Br)cc12 (stereo not drawn)	18	-9	12	-5	-20	15	4	1	4	2	-17
c1ccc(CN2CCN(c3nc(-c4ccccc4)nc4ccccc34)CC2)cc1	2	2	-10	3	5	14	-13	5	-2	-8	9
O=C(N=C1SC2CS(=O)(=O)CC2N1c1ccc(Br)cc1F)C1CC1 (stereo not drawn)	12	-1	-10	8	-2	-12	22	-30	-25	-2	0
CC1Cc2ccccc2N1C(=O)c1ccc2snnc2c1 (stereo not drawn)	-5	-7	4	-2	-10	9	-4	-2	-4	-1	11
CCOC(=O)/C(C#N)=C1\CC2CCC1(C)C2(C)C (stereo not drawn)	-3	-4	7	1	-9	8	-1	5	11	15	-9
Cc1ccc(C)c(S(=O)(=O)Nc2ccc(C(=O)N3CCC3)cc2)c1	10	-4	-3	4	10	-1	4	0	12	1	3
CCc1nnc2sc(-c3ccc(NC(=O)CSc4ccc(Cl)cc4)cc3)nn12	-8	-11	-2	-15	11	-6	3	-16	-1	7	1
CCOC(=O)N1CCC(C(=O)Nc2ccc(OCC)cc2)CC1	7	5	0	1	-5	-11	2	-15	5	-10	3
Cc1ccc(S(=O)(=O)N(C)c2cc(S(=O)(=O)Nc3ccncc3)c(C)cc2C)cc1	-2	13	4	7	-14	13	-5	29*	3	3	-11
CCN(CC)C(=O)C1=C(C)N(Cc2ccccc2)C(=O)C(CC(=O)NC2CCCCC2)C1 (stereo not drawn)	15	-12	-7	1	2	3	-9	1	8	9	-8
O=c1c2cc(NC(=S)N3CCCC3)ccc2nc2n1CCCCC2	-4	-6	2	10	-9	-6	-7	7	-8	-2	15
Cc1ccc(S(=O)(=O)N2CCN(S(=O)(=O)c3ccccc3Br)C2=O)cc1	-6	-1	-9	9	-6	0	-7	1	3	10	-40
COc1ccccc1CN1CCN(C(CC(C)C)c2nnnn2Cc2cccs2)CC1 (stereo not drawn)	-10	1	4	16	14	2	-12	1	8	5	-2
CCCCN(C=O)c1c(CC)nc2ccc(C(=O)NCc3cccs3)cn12	-1	-4	-4	-8	-8	-13	9	.	17	.	1
CCN(CC)c1nc(Nc2ccccc2)nc(Oc2ccc(=O)n(C)n2)n1	-17	2	0	9	21	-8	-1	-1	-14	16	2

Reprinted from the part before: three compounds, then new ones.
SMILES	NCOA2 inhibitor	NOD2 RIPK2 PPI	TROY signal inh	SRC3 inh	C8 TRAIL sens	TWEAK-Fn14 inh	COUP-TFII inh	TLR9-MyD88 block	SRC1 inh	LMP1 NFkB inh	NR5A2 inv ag
COc1ccccc1CN1CCN(C(CC(C)C)c2nnnn2Cc2cccs2)CC1 (stereo not drawn)	-10	1	4	16	14	2	-12	1	8	5	-2
CCCCN(C=O)c1c(CC)nc2ccc(C(=O)NCc3cccs3)cn12	-1	-4	-4	-8	-8	-13	9	.	17	.	1
CCN(CC)c1nc(Nc2ccccc2)nc(Oc2ccc(=O)n(C)n2)n1	-17	2	0	9	21	-8	-1	-1	-14	16	2
N#CCCN1CCN(CCC#N)CC1	-2	-7	4	17	-26	-18	0	2	1	-9	5
CCOC(=O)c1c(NC(=O)CSc2nnc(C)c(=O)[nH]2)sc2c1CCCC2	-13	4	28	-2	10	8	8	4	-17	-1	-3
O=C(c1cc2c(ccc3ccccc32)o1)N1CCCCC1	-67	-2	-3	-67	19	15	-37	-8	-90	-11	-146
CC(=O)Nc1ccc(S(=O)(=O)NNC(=O)COc2cccc(C)c2)cc1	-17	-3	-18	-10	-4	18	-9	-17	-5	-6	10
Cc1cc(C)c(NC(=O)COc2ccc(-n3cnnn3)cc2)c(C)c1	4	-14	-10	3	3	4	11	-6	7	2	-23
COCCOC(=O)C1=C(C)N(c2ccccc2)C(=S)NC1c1ccccc1C(F)(F)F (stereo not drawn)	9	1	-30	16	-3	-25	3	9	-7	-2	11
COc1ccc(C(=O)Nc2ccnn2C2CCN(Cc3cnn(C)c3)CC2)cc1	-20	2	8	4	16	-26	-21	7	4	-15	10
COC(=O)c1ccccc1NC(=O)c1cccnc1	-20	6	13	-6	-4	-13	4	-7	4	8	1
O=C(NCCc1ccccc1)c1ccc(NC2=NC3CS(=O)(=O)CC3S2)cc1 (stereo not drawn)	-2	-6	-4	-13	6	-10	-26	12	1	-9	-8
CC(Oc1ccccc1)C(=O)NC1CCN(Cc2ccccc2)CC1 (stereo not drawn)	29	-6	-1	3	-6	7	4	-1	-10	-11	7
CCn1c(=O)n(CC)c2cc(NC(=O)CSc3ccc([N+](=O)[O-])cn3)ccc21	2	-10	8	4	-1	22	-7	-3	-6	8	20
O=C(COc1ccccc1)N=C1SC2CS(=O)(=O)CC2N1c1ccc(F)cc1 (stereo not drawn)	-2	-2	9	13	2	-16	8	-16	20	1	11
CCOc1ccc(S(=O)(=O)NCCC(=O)N2CCCCCCC2)cc1	14	-1	-13	3	8	-8	-9	0	-5	-11	11
CCCOC(=O)Nc1ccc(S(=O)(=O)Nn2cnnc2)cc1	16	-2	-2	26	4	7	-14	-12	5	0	2
COc1cc2c(cc1OC)C(c1cccnc1)CC(=O)N2 (stereo not drawn)	10	-11	-11	-32	-7	6	7	-3	3	-1	-12
CCn1c(C)c(C(C)=O)c(N2CCN(C(=O)c3ccco3)CC2)nc1=S	-2	-4	2	1	4	16	4	-9	-1	-1	-2
C=CCn1c(SCC(=O)NCc2ccco2)nnc1C1CCCCC1	-7	-5	3	-14	11	14	-7	2	14	1	2
CC(C)C(NC(=O)CN1C(=O)c2ccccc2S1(=O)=O)C(C)C	15	9	-21	8	-6	0	-9	3	20	0	-10
Cc1nnc(SCc2cccs2)[nH]c1=O	-12	-7	-10	15	-2	7	-2	-2	-10	-7	-3
Cc1cc(NC(=O)c2cccc(S(=O)(=O)N(C)C)c2)n(-c2ccccn2)n1	-34	2	-4	2	3	26	-7	2	-13	-2	17
CCOC(=O)c1c(C)n(C)c2ccc(O)c(CN(C)C)c12	-18	-17	22	-1	-8	-10	0	6	-9	-23	-3
COc1cc(NC(=O)c2ccc(=O)[nH]n2)cc(OC)c1OC	-18	-2	2	5	-6	-12	-9	-6	-41	-2	-14
CC1CCCCC1NC(=O)c1ccc(-n2cncn2)cc1 (stereo not drawn)	13	5	2	-10	-3	1	0	3	5	-4	1
CC(OC(=O)c1ccccc1Br)C(=O)Nc1nc(-c2cccc([N+](=O)[O-])c2)cs1 (stereo not drawn)	-27	-5	4	-2	-6	37	17	9	0	0	7
CC(C)c1ccc2[nH]c(O)c(N=NC(=O)c3cccc(S(=O)(=O)N4CCCCC4)c3)c2c1	-29	8	27	27	21	55*	-6	5	-57	-4	12
COc1ccc(C(NC(=O)C2CCN(CCc3ccccc3)CC2)c2ccccn2)cc1 (stereo not drawn)	7	0	-7	-27	11	-4	-10	.	6	.	8
Cc1nn2c3ccccc3n(C)c2nc1=O	8	-13	.	3	-3	-5	-9	4	-4	-1	2
COc1ccc(OCCCn2c(=O)oc3ccccc32)cc1	-9	-4	-32	4	-16	-29	-3	-2	-24	28	-24
COc1ccccc1/C=N/NC(=O)Cn1cnc([N+](=O)[O-])n1	-15	-1	17	1	-2	13	-7	-5	-6	0	-9
O=C(Nc1ccc(F)cc1F)NC1CCCCCCC1	-61	-1	-60	-44	22	-11	-54	2	-41	-18	-81
CCOC(=O)Cc1nnc(NC(=O)c2ccco2)s1	-45	-2	10	1	1	-2	9	1	-4	2	0
O=C(NC1CCCC1)C(c1cccnc1)N(C(=O)c1csnn1)C1CCCC1 (stereo not drawn)	8	1	-9	-3	12	0	10	7	-12	9	3
NC(=O)NC(=O)COC(=O)[C@H](Cc1ccccc1)NC(=O)c1cccs1	3	0	18	17	-13	0	2	-6	11	-5	-1
COc1ccccc1NC(=O)N(CCN(C)C)Cc1cc2cc(C)ccc2[nH]c1=O	-9	-11	-38	1	1	2	-1	-12	-23	2	-16
O=C(Cn1c(=O)oc2cc(S(=O)(=O)N3CCCC3)ccc21)N1CCN(c2ccccc2)CC1	-30	-16	-6	-12	26	-9	-3	0	-7	9	-4
Clc1nssc1=Nc1ccccc1	.	-4	-15	12	-5	0	.	6	-4	-1	7
Cc1cc(C2(c3ccc(O)c(C)c3)C(=O)N(C)c3ccc(Br)cc32)ccc1O	-29	0	30	13	-3	-20	7	-1	-7	5	3
Cc1cccc(NC(=O)c2ccc(S(=O)(=O)N(C)C)cc2)c1	-12	-24	-46	-3	-23	-35	-4	7	-2	5	-14
CCOCCCNC(=O)c1ccc(Cn2c(=O)[nH]c3ccsc3c2=O)cc1	4	-5	2	4	7	-3	-5	4	-18	4	-2
CCN=C1NN=C(c2cc(C)n(CCc3ccccc3)c2C)CS1	-25	-6	5	-25	-35	14	4	-4	-11	-9	-1
CC(NC(=O)CCN1C(=O)c2ccccc2C1=O)c1ccc2c(c1)CCCC2 (stereo not drawn)	-31	-1	15	17	-6	0	10	-19	-25	-3	-5
O=C(C1CC1)n1cc(C(=S)N2CCOCC2)c2ccccc21	-6	-5	-6	14	-3	19	2	-6	3	5	-25
Cc1cc(SCC(=O)Nc2ccccc2C)nc(C)n1	-4	-16	-23	-4	3	-3	-1	7	7	-4	11
O=C(c1ccccc1[N+](=O)[O-])N1CC2C3C=CC(C3)C2C1 (stereo not drawn)	10	0	-2	19	2	19	8	-7	-39	-2	-2
COc1cccc(CN(C)CC(=O)NCc2ccc(F)cc2)c1OC	13	-7	15	5	-2	7	30	-5	-21	-2	-3
O=C(O)C1CSC2(c3ccc(F)cc3)CCC(=O)N12 (stereo not drawn)	-23	-8	14	7	-8	-2	-2	11	-17	-2	-2
CCCCNC(=O)C1(C)CCCCN1C(=O)c1cc2ccccc2s1 (stereo not drawn)	-4	-8	4	3	-9	-26	-4	.	20	.	-10
COc1cccc(CN(C)Cc2nc(Cc3ccccc3Cl)no2)c1	-7	-1	-4	5	-6	-17	5	-13	-83	-12	-12
CCOc1ccc(NC(=O)CCC(=O)NNS(=O)(=O)c2ccccc2[N+](=O)[O-])cc1	-32	-6	-7	17	12	-15	-1	4	12	2	-7
CCOC(=O)c1ccccc1NC(=O)COC(=O)CCC(=O)c1ccccc1	-7	-2	-8	-11	-7	-7	-11	6	-3	-6	3
CCC(=O)Nc1cccc(NC(=O)c2ccc3c(c2)OCCO3)c1	-52	-3	-62	-24	18	-14	-12	1	-36	-9	-58
Cc1ccc(C)c(Cn2nnc3c(=O)[nH]c(C(=O)NCC4CCCO4)nc32)c1 (stereo not drawn)	-2	-3	4	15	-13	-11	14	-13	-16	8	8
O=C(Cn1cc2c(n1)CCCCC2)NC1CCN(Cc2ccccc2)CC1	10	-4	2	20	5	-2	3	-17	-9	6	19
CCCN(CCC)CCNC(=O)C1CCN(S(=O)(=O)c2cccc3nsnc23)CC1	6	-13	-23	-1	7	3	-5	7	-17	0	-2

An excerpt, so the mix of outcomes need not match the whole.
